MMP13 inh: MMP13 (human) collagenase inhibition; P45452; MMP-13 fTHP FRET cleavage, Mca fluorescence; inhibition, % at 4 µM; 0.07% of 65,000 active; AID 570;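 active = inhibition above the mean of compound-free control plate wells plus 3 SD, cut at about 14% in these data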;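 note: 0% = DMSO wells and 100% = wells with reference MMP-13 inhibitor after basal subtraction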
tolC growth inh: E. coli tolC mutant growth inhibition. 2.2% of 65,000 active. E. coli BW25113 tolC mutant growth, OD615. growth inhibition, % at 10 µM (by protocol);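 active = growth inhibition at or above a cutoff equal to the mean over every tested compound plus 3 SD, cut at about 60% in these data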;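 note: growth measured after 20 h incubation at 37 °C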
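Test system: E. coli BW25113 ΔtolC::kan bacteria; incubation: 37 °C, 20 h exposure; medium: LB broth supplemented with 50 µg/mL kanamycin; read-out basis: percent growth inhibition; signal: A615 absorbance measurement; compound: 10 µM final, single dose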
A340 absorber: absorbance at 340 nm. compound absorbance at 340 nm, fold over control. fold change at 10 µM. 65,000 tested, under 10 active;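 active = at 10 µM dose, initial 340 nm absorbance at least 2 fold that of control wells; inactive = change under 2 fold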;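 note: initial absorbance extrapolated from kinetic A340 decline of NADH oxidation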
JNK3 inh: blocks human JNK3 kinase activity; P53779; purified JNK3 kinase activity, HTS; inhibition, % at 8 µM; 0.61% of 60,000 active; in the data active = inhibition above about 17%;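 note: 0% = DMSO and 100% = reference inhibitor; many of its hits are not listed in these tables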
Target sequence (P53779 whole entry, looked up): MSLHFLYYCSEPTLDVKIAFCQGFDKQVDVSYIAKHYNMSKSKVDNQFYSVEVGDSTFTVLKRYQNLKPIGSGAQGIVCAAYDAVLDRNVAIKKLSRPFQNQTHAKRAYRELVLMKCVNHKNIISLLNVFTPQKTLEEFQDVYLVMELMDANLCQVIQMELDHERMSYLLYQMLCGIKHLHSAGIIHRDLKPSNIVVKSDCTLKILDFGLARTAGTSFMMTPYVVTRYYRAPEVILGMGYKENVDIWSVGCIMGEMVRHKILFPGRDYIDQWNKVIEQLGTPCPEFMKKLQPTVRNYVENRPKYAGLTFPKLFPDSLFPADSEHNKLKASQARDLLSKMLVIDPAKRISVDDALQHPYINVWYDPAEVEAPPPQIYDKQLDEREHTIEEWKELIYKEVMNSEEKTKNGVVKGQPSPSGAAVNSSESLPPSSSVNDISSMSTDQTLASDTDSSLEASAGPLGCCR
ROCK2 blocker: blocks human Rho kinase 2 activity | AID 604 | O75116 | 0.35% of 60,000 active | inhibition, % at 6 µM | purified ROCK2, Kinase-Glo ATP depletion luminescence;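 active = inhibition above the screen-wide mean inhibition plus 3 SD, cut at about 18% in these data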;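 note: plate controls were DMSO wells for no effect and Y-27632 control wells after no-enzyme background subtraction for full effect; many of its hits are not listed in these tables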
PKA inh: blocks human protein kinase A activity | P17612 | PKA Kemptide phosphorylation, Kinase-Glo ATP luminescence | inhibition, % at 6 µM | 0.1% of 65,000 active | AID 524;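 active = inhibition above the screen-wide mean inhibition plus 3 SD, cut at about 21% in these data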; note: many of its hits are not listed in these tables
Fluor 339 460: intrinsic fluorescence of library compounds, ex339/em460 – biochemical, MLSMR library, data from DPM-DC assay, artefact control, profiling panel. compound autofluorescence, ex339/em460 nm, NADH buffer; stronger effect = higher value; 1 = no-compound wells, NADH background. fluorescence fold increase at 10 µM. 5.5% of 65,000 active. AID 709;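 active = at 10 µM, mean starting fluorescence two-fold or more over control wells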;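 note: signal is the first read of a kinetic run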
HEK293 NFkB inh: lowers PMA/ionomycin-induced NF-kB signal in HEK293 cells; HEK-293 NF-kB luciferase reporter, luminescence; inhibition, % at 3 µM; 0.21% of 62,000 active; AID 465;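 active = inhibition above the mean of all tested compounds plus 3 SD, cut at about 40% in these data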;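 note: 0% = stimulated DMSO wells and 100% = 10 µM reference inhibitor 5653914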
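Signal: luciferase luminescence; Material: HEK-293 cells with stable firefly luciferase reporter driven by four HIV NF-kB elements; Probe or stimulus: PMA with ionomycin; Replication: tested once; Times: 1 h compound pretreatment, then 16 h stimulation at 37 °C, 5% CO2; Benchmarks: DMSO and 10 µM reference inhibitor; Evaluation: per-plate % inhibition versus controls.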
NADH coupling: inhibition of NAD/NADH coupling enzymes, library profiling; coupled PK/LDH NADH assays, four targets; IC50, µM (highest dose often 10 µM), for inactives: top-dose inhibition; 0.02% of 65,000 active;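 active = single-dose screening hits from any of four coupled enzyme assays that gave an IC50 when retested across doses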;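 note: the DPM-DC format reads NADH fluorescence rather than 340 nm absorbance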
Numbers without * were called inactive; . = no result given; [ ] = another dose, or the depositor's remark.

SMILES	MMP13 inh	tolC growth inh	A340 absorber	JNK3 inh	ROCK2 blocker	PKA inh	Fluor 339 460	HEK293 NFkB inh	NADH coupling
CN1CCN(C(=O)c2ccc3c(c2)NC(=O)C(N2CCOCC2)S3)CC1 (stereo unspecified)	3.7	-15.3	1.01	-4.6	5.3	10.3	1.07	7.8	10.0%
CN1C(=O)C(O)(C2COC(C)(C)CC2=O)c2cc(Br)ccc21 (stereo unspecified)	2.5	-7.1	1.03	-6.3	4.0	-0.4	1.04	8.1	5.0%
CS(=O)(=O)N(Cc1nnc(-c2cccs2)o1)c1ccc(Cl)cc1F	-3.1	20.2	0.99	4.1	5.5	6.7	1.07	5.7	6.0%
COCCNC(=O)c1ccc(CS(=O)(=O)c2ccc(OC)cc2)o1	-3.6	-13.1	0.98	-6.7	0.0	-5.2	1.01	1.7	2.0%
CCOC(=O)c1[nH]c(C(=O)O)c(CCN(CC)CC)c1C	.	-10.4	1.02	.	.	.	1.04	.	10.0%
CC1CCN(C(=O)CCNS(=O)(=O)c2ccccc2)CC1	-6.8	-12.2	0.98	0.3	5.3	9.8	1.08	9.9	3.0%
Cc1cc(Br)ccc1SCC(=O)OCC(=O)N1CCN(C(=O)c2ccco2)CC1	2.1	15.3	1.01	-4.5	3.9	5.7	1.07	12.7	5.0%
CCOC(=O)c1oc2cc(OCC(N)=O)ccc2c(=O)c1-c1ccc(OC)c(OC)c1	7.5	-15.0	1.02	3.1	6.4	10.6	1.02	10.5	3.0%
CCc1ccc(CNc2ccc(O)cc2)cc1	1.9	6.6	1.03	-1.1	7.0	10.0	1.14	-0.5	5.0%
CC(=O)N1CCN(CCN=CC2=C(O)CC(C)(C)CC2=O)CC1	1.4	-5.0	1.01	-0.8	-4.8	-7.8	1.08	6.8	3.0%
N#CCC(=O)NCCCOC(=O)Nc1ccc(Cl)c(Cl)c1	2.4	43.3	1.01	-5.2	-2.7	-5.5	1.11	18.1	2.0%
O=S(=O)(c1ccc2c(c1)OCO2)N1CCN(c2nnnn2-c2ccccc2)CC1	6.0	0.3	0.98	-2.1	5.6	5.8	1.05	20.2	7.0%
C=CCOC(=O)COc1ccc2c(C)c(C)c(=O)oc2c1	-155.7[fluorescence artefact?]	-6.3	1.06	-6.2	-1.6	3.7	2.15*	13.3	7.0%[fluoresces]
O=C(O)CCC(=O)Nc1ccccc1C(=O)NC1CCCCC1	-2.4	-16.3	1.02	0.5	8.8	4.2	1.07	9.5	1.0%
O=C(OCC(=O)c1ccccc1Br)c1ccccn1	-5.0	-7.6	0.98	-1.4	4.0	9.2	1	3.2	5.0%
CCCCC(CC)C(=O)Nc1ccc(Cl)cn1 (stereo unspecified)	2.4	-6.7	0.97	1.1	4.9	9.0	1.03	-0.6	5.0%
O=C(O)c1cccc(NC(=O)c2cccc(S(=O)(=O)N3CCCCC3)c2)c1	2.6	-15.4	0.94	3.7	6.8	5.7	1.03	-8.7	5.0%
CCn1c(=O)c2c(nc(SCc3ccccn3)n2C)n(C)c1=O	0.9	-4.7	1	-0.6	5.6	-0.3	1.08	-4.4	9.0%
O=C(NC1CCCCC1)C1CCN(S(=O)(=O)c2cccs2)CC1	-1.5	8.7	1.01	.	.	1.4	1.07	-8.0	3.0%
CCC1Oc2ccccc2N(CC(=O)Nc2ccc(OC)cc2OC)C1=O (stereo unspecified)	-0.8	-5.0	0.99	.	.	8.2	1.01	15.6	4.0%
COc1ccccc1C(=O)NCCc1nc2ccccc2n1C	3.4	1.8	1.01	.	.	7.3	1.01	10.5	9.0%
Cc1nn(-c2ccccc2)c(Cl)c1C1C(C#N)=C(N)OC2=C1C(=O)CCC2 (stereo unspecified)	3.1	15.7	1.03	.	.	5.8	1.06	14.3	2.0%
NC(=O)NCC12CC3CC(CC(C3)C1)C2	-2.3	-19.5	1	-9.8	2.4	8.8	1.07	11.0	6.0%
Cn1nnnc1CCOCCc1nnnn1C	-4.8	-14.8	1	-3.8	2.5	5.7	1.12	7.3	7.0%
NC(=O)C1CCN(C(=O)CN2CCN(c3cccc(C(F)(F)F)c3)CC2)CC1	-5.8	-24.9	1.02	-3.9	2.7	7.6	1.12	1.1	3.0%
SMILES	MMP13 inh	tolC growth inh	A340 absorber	JNK3 inh	ROCK2 blocker	PKA inh	Fluor 339 460	HEK293 NFkB inh	NADH coupling
Cc1ccc(C2C(C#N)=C(N)Oc3n[nH]c(C)c32)cc1 (stereo unspecified)	4.9	2.6	1	-0.1	-7.9	16.0	1.15	17.0	4.0%
CC1=C(C(=O)OC2CCCCC2)C(c2ccco2)C2=C(CC(C)(C)CC2=O)N1 (stereo unspecified)	-10.6	41.6	1.12	-6.1	-4.2	-4.4	1.49	7.5	11.0%
COc1ccc(Cl)c(NCCC(=O)O)c1	-6.2	-2.2	1.02	7.9	7.4	4.8	1.04	12.1	0.0%
Cc1cc(C)n(S(=O)(=O)c2cc(C)c(C)cc2C)n1	-1.1	12.6	1.02	-2.3	0.3	0.5	1.08	11.1	4.0%
NC(=O)NC(Cc1ccccc1)c1ccccc1 (stereo unspecified)	4.3	-17.2	1.01	-1.0	-0.5	-2.4	1.03	13.2	2.0%
CC1CCCCN1C(=O)Nc1cccc(Cl)c1 (stereo unspecified)	-1.3	5.3	0.98	-10.5	-2.0	-0.1	1.06	10.1	5.0%
Cc1ccc(C(=O)Nc2ncc(Cc3ccc(F)cc3)s2)o1	-1.3	14.1	1.04	-1.7	1.9	7.2	1.13	-29.4	4.0%
CCOC(=O)CSc1nnc(CNc2cccc(Cl)c2)n1-c1ccccc1	-1.9	13.6	1.02	5.2	9.1	7.6	1.03	-10.7	4.0%
O=C(C1CCN(S(=O)(=O)c2cccc3cccnc23)CC1)N1CCN(C2CCCC2)CC1	0.0	-7.0	1.02	-2.9	5.8	9.4	1.07	5.2	0.0%
COc1ccccc1N1CCN(C(=O)CN(c2cc(C)cc(C)c2)S(C)(=O)=O)CC1	-11.0	12.7	1.06	-7.7	-7.5	-5.2	1.11	-4.3	1.0%
COc1ccc(-c2cc(C(F)(F)F)nc(N3CCCCCC3)n2)cc1	0.2	-2.7	1.06	.	.	3.0	1.73	8.5	3.0%
O=C(NCc1ccccn1)Nc1ccc(Cl)c(Cl)c1	2.8	35.7	0.99	-1.0	2.6	-1.7	1.12	-2.4	2.0%
COc1cccc(-n2cc(C(=O)O)c3ccccc3c2=O)c1	-3.9	-15.0	1.04	4.4	5.5	12.3	1.36	15.4	6.0%
CC(C)C(c1nnnn1CC1CCCO1)N1CCN(Cc2ccc3c(c2)OCO3)CC1 (stereo unspecified)	-6.5	4.5	0.99	0.3	-3.7	-3.8	1.04	15.3	2.0%
CCn1c(SCc2c(F)cccc2Cl)nnc1-c1ccco1	7.8	21.9	1.05	1.1	0.7	10.9	1.1	-0.3	0.0%
CCOC(=O)Nc1ccc2c(c1)N(C(=O)CCN(C)C)c1ccccc1S2	-1.3	9.8	1.06	1.9	7.1	-2.5	1.13	4.8	2.0%
Cc1ccc2[nH]c(=O)c(CN(CC3CCCO3)C(=O)c3ccncc3)cc2c1 (stereo unspecified)	-6.5	7.7	1.07	0.7	8.6	2.2	1.52	-4.4	7.0%
NC(=O)c1cccc2c(=O)oc3ccccc3c12	-4.2	5.8	1.03	3.3	0.2	-2.1	1.13	28.1	1.0%
COc1cccc(CN2CCN(CC(=O)Nc3ccccc3Cl)CC2)c1	2.3	4.4	0.99	2.0	3.0	4.1	1.05	6.4	4.0%
Cc1cc(C)n2c(SCC(=O)NCc3ccco3)nnc2n1	2.2	-7.1	1.01	-4.0	-5.0	-7.2	1.1	25.2	3.0%
O=C(NCc1cccnc1)c1cccc(S(=O)(=O)N2CCOCC2)c1	-0.7	-10.1	1.02	1.0	-0.1	6.3	1.01	9.4	3.0%
Cc1cc(C(=O)OCC(=O)c2ccc(Br)s2)c(C)o1	-7.2	20.1	1	2.4	2.1	10.5	1.05	8.6	2.0%
CC1CCC(n2c(=S)[nH]c3ccccc3c2=O)CC1 (stereo unspecified)	4.3	5.8	1.06	0.0	0.6	7.5	1.06	13.2	3.0%
CCOC(=O)N1CCN(C(=O)CCS(=O)(=O)c2ccc(Br)s2)CC1	0.9	-12.6	1	2.1	7.1	7.5	1.11	2.0	6.0%
Cc1cc(N/C=C2\CCCCC2=O)no1	-4.6	-7.3	1.2	-4.7	0.4	-1.9	0.94	-3.5	7.0%
SMILES	MMP13 inh	tolC growth inh	A340 absorber	JNK3 inh	ROCK2 blocker	PKA inh	Fluor 339 460	HEK293 NFkB inh	NADH coupling
CCCn1nnc(NC(=O)COc2ccc(C3CCCCC3)cc2)n1	1.2	100.0*	1.03	10.3	5.1	7.8	1.08	8.7	4.0%
COCCN1Cc2c(sc(C)c2C)N(C(=O)c2ccccc2)C1	-2.5	-7.5	1.02	-2.7	4.9	6.7	1.11	-2.9	4.0%
O=C(CCC(=O)c1ccc(F)cc1)OC1CCOC1=O (stereo unspecified)	-2.3	-17.2	1.05	-2.2	2.8	4.2	1.15	9.3	5.0%
Cc1cc(C)c(O)c(-c2cc(C(=O)Nc3ccc(S(=O)(=O)N4CCOCC4)cc3)[nH]n2)c1	0.2	91.4*	1.04	-7.2	-6.8	-2.6	1.12	5.7	2.0%
CC(C)CC(c1nnnn1CCc1ccccc1)N1CCN(C(=O)c2ccco2)CC1 (stereo unspecified)	-7.7	0.7	1.02	6.9	2.2	1.7	1.12	8.8	3.0%
Cn1c(C(=O)N2CCCC(C(=O)NCCN3CCOCC3)C2)cc2sccc21 (stereo unspecified)	0.6	-6.6	0.98	3.0	3.5	-0.7	1.03	2.3	7.0%
COc1ccccc1CC(=O)Nc1ccc(OC)c(OC)c1	5.8	-2.5	0.98	-6.5	4.6	7.0	1.01	4.2	4.0%
COC(=O)C1=C2SC(C)C(=O)N2C(N)=C(C#N)C1c1cc(OC)c(OC)c(OC)c1 (stereo unspecified)	-2.7	5.2	1.12	3.1	-2.1	3.5	0.99	6.6	4.0%
O=C(N1CCN(c2ccccn2)CC1)N1c2ccccc2Sc2ccccc21	1.8	61.9*	1	-5.7	3.9	10.1	1.06	28.5	9.0%
CN(C(=O)CN1C(=O)c2ccccc2S1(=O)=O)c1ccccc1C(=O)O	1.5	-17.8	1.03	1.0	13.0	11.6	1.11	15.2	2.0%
CCc1cccc2c(C#N)cn(CC(=O)NCCOC)c12	-2.8	-20.7	1.01	5.2	0.6	-3.0	1.07	11.3	4.0%
Cc1ccc2c(c1)N(CC(=O)NCCc1c[nH]c3ccccc13)C(=O)CO2	1.4	20.0	0.99	-0.4	5.8	10.7	1.08	29.4	3.0%
COc1ccc(OC)c(C(=O)c2ccc(C(=O)N3CCCCC3)cc2)c1	1.4	-2.5	1.03	2.4	-0.8	-1.9	1.08	10.9	2.0%
Cc1cc(C)c(C)c(OCC(=O)NCCN(C)C)c1	2.4	0.9	1.02	4.0	4.5	11.0	1.12	-10.2	6.0%

Entries above with two or more sulfur atoms:
SMILES	MMP13 inh	tolC growth inh	A340 absorber	JNK3 inh	ROCK2 blocker	PKA inh	Fluor 339 460	HEK293 NFkB inh	NADH coupling
CS(=O)(=O)N(Cc1nnc(-c2cccs2)o1)c1ccc(Cl)cc1F	-3.1	20.2	0.99	4.1	5.5	6.7	1.07	5.7	6.0%
O=C(NC1CCCCC1)C1CCN(S(=O)(=O)c2cccs2)CC1	-1.5	8.7	1.01	.	.	1.4	1.07	-8.0	3.0%
CCOC(=O)N1CCN(C(=O)CCS(=O)(=O)c2ccc(Br)s2)CC1	0.9	-12.6	1	2.1	7.1	7.5	1.11	2.0	6.0%

These rows are one share of the data. The share of hits here may be higher or lower than overall.
